Source: PubChem (NCI)
NCI-60 one-dose screen, 48 h, at 10 µM unless noted. Numbers give growth in % (100 = growth as untreated, 0 = no growth, -100 = all killed).
NCI-H522 – NCI-H522 lung cancer; AID 1794739; 8% of 78,000 active
NCI-H23 – NCI-H23 lung cancer; 4% of 80,000 active; AID 1794731
A498 – A498 renal cancer cells; 5.4% of 76,000 active; AID 1794774
CAKI-1 – CAKI-1 renal cancer. 4.7% of 75,000 active. AID 1794772
NCI-H460 – NCI-H460 lung cancer; 6.8% of 82,000 active; AID 1794736
RXF 393 – RXF 393 renal cancer cells. AID 1794773. 6.9% of 77,000 active
ACHN – ACHN renal cancer. AID 1794771. 4.9% of 81,000 active
NCI-H226 – NCI-H226 lung cancer; 3.5% of 79,000 active; AID 1794732
NCI/ADR-RES – NCI/ADR-RES ovarian cells. 4.4% of 81,000 active. AID 1794790
* = called active by the depositor; / = not tested or not shown; & = joins results of further samples. The calls were made as follows: active = growth percent below 10; inactive = the rest.

SMILES	NCI-H522	NCI-H23	A498	CAKI-1	NCI-H460	RXF 393	ACHN	NCI-H226	NCI/ADR-RES
CCCC(=O)c1ccc(Br)cc1	94.4	87.9	91.6	79.7	103.0	95.7	95.1	88.8	99.2
CC(C)Oc1ccc(Nc2ccccc2)cc1	119.6&86.3	93.5&90.8	101.5&99.9	77.5&96.2	120.9&98.8	/	71.8&102.8	94.6&92.6	94.0&99.1
Cc1sc2nc(NCc3ccccc3)[nH]c(=O)c2c1C	/	75.2	48.9	/	26.6	69.0	84.0	82.1	31.2
CCN(CC)c1ccc2cc(NC(=O)OCCNC(=O)CCNC(=O)[C@H](CC(C)C)NC(=O)C(C)(C)NC(=O)C(C)(C)NC(=O)[C@H](CC(C)C)NC(=O)CCNC(=O)C(C)(C)NC(=O)[C@H](CC(C)C)NC(=O)CCNC(=O)[C@@](C)(CC)NC(=O)[C@H](C)NC(=O)CCNC(=O)C(C)(C)NC(=O)[C@H](C)NC(=O)[C@@H]3CCCN3C(=O)[C@@](C)(CC)NC(=O)[C@H](Cc3ccccc3)NC(=O)C3CCCN3C(=O)C(C)(C)NC(=O)C3CCCN3C(=O)C(C)(C)NC(C)=O)c(=O)oc2c1 (stereo not given in full)	-82.3*	-85.9*	-98.5*	-92.4*	-76.9*	-82.0*	-85.4*	-65.9*	-93.5*
COc1cc(C(=O)/C=C/c2c(Cl)nc3sccn23)cc(OC)c1OC	61.8	91.8	88.0	84.9	87.1	79.5	86.4	92.0	81.4
COc1cccc(C2=NN(/C=C3\SC(=O)NC3=Nc3ccc(Cl)cc3)C(c3ccc(F)cc3F)C2)c1 (stereo not given)	89.8	101.6	/	83.4	108.2	82.2	93.0	91.6	98.0
O=c1c2ccccc2ncn1-c1ccncc1	118.0	93.1	136.9	97.0	112.1	124.6	99.9	88.3	94.9
CCC1=C(NCc2ccccc2)COC1=O	65.1	96.6	96.1	81.1	98.3	90.7	95.8	92.4	96.4
NS(=O)(=O)c1ccc(NC(=S)/N=C/c2c(O)c3ccccc3[nH]c2=O)cc1	91.9	98.9	114.5	97.7	107.2	112.7	99.9	101.5	105.0
Cn1cc(C(=O)Nc2cc(C(=O)Nc3cc(C(=O)NCCC(=N)N)n(C)c3)n(C)c2)cc1NC(=O)CN=C(N)N	100.9	100.8	84.3	/	114.7	114.6	96.7	100.8	100.6
COc1ccc(-c2nc(-c3ccccc3OCc3ccccc3OC)nc(C)c2C(C)=O)cc1	78.3	74.8	79.1	73.3	80.6	92.6	87.0	81.5	83.7
CCCCC(CC)CNc1ncnc2[nH]ncc12 (stereo not given)	99.2	96.9	75.4	82.5	93.7	98.3	98.3	79.4	97.0
COc1ccc(-c2cn3ccnc3c(-c3ccc4c(c3)ncn4C3CCCCC3)n2)cc1	81.5	101.8	103.5	/	97.1	106.3	89.1	104.1	98.1
N#Cc1ncn(C2OC(CO)C(O)C2O)c1N (stereo not given)	91.1	100.3	86.2	100.0	111.7	109.0	100.6	107.4	100.3
CC(=O)OCC1OC(OC(C)=O)C(NC(=O)NS(=O)(=O)c2ccc(Cl)cc2)C(OC(C)=O)C1OC(C)=O (stereo not given)	106.1	101.0	100.5	91.2	106.8	113.4	98.0	/	107.7
CC(=O)Nc1cc(-c2ccc(C#N)n2C)ccc1F	100.3	103.2	109.1	91.6	111.4	111.5	103.3	117.3	108.9
Cc1c(-c2nn(-c3ccccc3)cc2/C=N\O)nnn1-c1ccc(F)cc1	82.3	106.8	71.7	93.6	99.2	87.9	97.8	94.7	95.2
Cc1nc2c(ccc3ccccc32)s1	102.6	98.0	114.8	103.3	114.5	116.0	110.9	109.4	108.2
CC1(C)CC[C@]23CC[C@]4(C)[C@H](CC[C@@H]5[C@@]6(C)C=C(N7CCOCC7)C(=O)C(C)(C)[C@@H]6CC[C@]54C)[C@H]2[C@H]1OC3	83.0	87.6	73.4	83.2	97.8	102.7	103.5	97.8	104.8
Cc1nc2c(cnn2-c2ccccc2)c(=O)n1-c1ccc(NC(=O)c2ccc(Cl)cc2)cc1	67.7	52.8	86.4	70.3	71.2	90.4	67.4	50.9	55.5
CC(=O)O[C@H]1C(=O)[C@@]2(C)[C@H]([C@H](OC(=O)c3ccccc3)[C@]3(O)C[C@H](OC(=O)[C@H](OC(=O)CCC(=O)OC4CCC(S/N=C(N)/N=C(\N)N(C)C)CC4)[C@@H](NC(=O)c4ccccc4)c4ccccc4)C(C)=C1C3(C)C)[C@]1(OC(C)=O)CO[C@@H]1C[C@@H]2O (stereo not given in full)	-25.7*	39.3	26.7	25.5	7.6*	10.6	39.7	75.6	44.5
O=C(Cc1ccccc1)Nc1ccc(-c2nc3ccccc3c(=O)[nH]2)cc1	85.3	94.4	102.6	89.6	86.3	104.8	92.0	94.2	91.6
CO[C@H]1/C=C/O[C@@]2(C)Oc3c(C)c(O)c4c(O)c(c5c(nc6cc(C)ccn65)c4c3C2=O)NC(=O)/C(C)=C\C=C\[C@H](C)[C@H](O)[C@@H](C)C(O)[C@@H](C)[C@H](OC(C)=O)[C@@H]1C (stereo not given in full)	91.1	99.6	134.3	94.6	114.0	110.5	99.5	96.1	104.1
Clc1ccc2c(c1)CC1C[C@@H](/C=C/c3ccccc3)N2O1 (stereo not given in full)	73.3	74.3	86.9	88.1	104.9	110.6	102.7	88.8	95.3
CC1=Nc2cnc(Nc3ccc(N4CCOCC4)cc3)nc2Nc2ccccc21	69.2	98.5	87.4	64.1	91.6	70.5	69.2	98.1	96.3
Remaining list, next part:
SMILES	NCI-H522	NCI-H23	A498	CAKI-1	NCI-H460	RXF 393	ACHN	NCI-H226	NCI/ADR-RES
COc1ccc2c(c1)/C(=C\c1sc(=S)[nH]c1O)C(C(=O)O)=N2	87.6	99.1	/	86.2	108.4	95.2	99.8	99.3	102.0
O=C(Nc1cccc(-n2cc(-c3ccncc3)c(-c3cc(O)cc(Cl)c3)n2)c1)Nc1ccc(Cl)c(Cl)c1	/	-20.5*	-3.0*	5.3*	0.2*	-70.3*	6.8*	14.5	12.8
O=C1/C(=C/c2ccc(Cl)cc2)SC(=Nc2ccccc2)N1Cc1nc2ccccc2[nH]1	/	87.2	98.0	187.9	90.6	87.5	96.8	91.8	74.7
CC1CNC(=S)N(c2ccc(F)cc2)C1=O (stereo not given)	105.4	106.6	101.5	94.6	105.4	109.1	108.1	101.0	107.3
Nc1nc(=S)c2ncn(C3OC(COP(=O)(O)O)C(O)C3O)c2[nH]1 (stereo not given)	-3.0*	14.5	37.8	16.8	8.0*	13.9	20.0	32.8	20.9
CCC(O)(C#CCl)CC	110.0	97.3	94.0	109.5	99.9	105.4	101.9	/	106.5
O=[N+]([O-])c1ccc(N=Cc2ccc3c(c2)OCO3)cc1	76.9	104.5	136.4	75.6	111.6	109.9	86.2	100.6	110.1
CNC(=O)c1cc(Oc2ccc3nc(NC(=O)c4ccc(N5CCOCC5)c(C(F)(F)F)c4)sc3c2)ccn1	77.9	78.9	/	87.2	68.8	-31.3*	91.5	91.5	70.0
Cc1nc(-c2ccc(Cl)cc2)ccc1NC(=O)Nc1cccc(C(F)(F)F)c1	52.9	95.6	95.2	/	64.5	104.1	/	97.9	98.1
Cc1cc2cc3cc(C)c(N(C)C)cc3[n+](C)c2cc1N(C)C	-5.0*	28.3	56.9	47.2	10.9	25.0	43.8	51.6	78.4
CC(O)C(O)C(O)C(O)/C=N\Nc1ccccc1 (stereo not given)	66.7	96.8	106.4	96.2	97.5	94.8	78.8	82.3	96.9
CC(C)Cn1c2c(c(=S)[nH]c1=O)CCC2	96.1	104.0	/	89.1	105.3	108.9	103.2	/	106.5
CNC(=O)c1cc(-c2ccc(NC(=O)Nc3cc(C(F)(F)F)cc(C(F)(F)F)c3)cc2)nc2cccnc12	/	83.6	62.7	79.7	79.3	56.0	99.6	91.0	87.8
NC(=O)C1CC1	94.6	103.0	88.1	102.5	102.6	/	105.7	/	108.1
CC1(C)COC(c2ccccc2Cl)OC1	97.1	103.1	107.4	98.4	114.0	113.9	106.6	99.6	108.7
CC(=O)O[C@H]1CC[C@]2(C)[C@H]3CC[C@]4(C)[C@@H](C(C)=O)CC[C@H]4[C@@H]3C[C@@H]3O[C@@]32C1	97.2	100.2	75.0	98.4	106.1	125.2	123.8	98.2	94.6
CC(C)(C)OC(=O)CN1CCc2c(sc3ncnc(N/N=C/c4cccc(Br)c4)c23)C1	53.8	75.2	54.8	56.1	26.2	62.8	42.2	64.3	70.8
C=CCn1c(SCC(=O)Nc2ccc(OC)cc2)nnc1-c1cc(-c2ccc(Cl)cc2)nc2ccccc12	63.8	81.5	63.3	59.6	88.0	76.1	77.8	78.8	58.0
CN(C)c1ccc(C2N(Cc3ccccc3)CCC3CCCCN32)cc1 (stereo not given)	94.0	103.0	73.0	100.4	106.5	97.8	98.5	97.9	112.4
O=[N+]([O-])c1ccc2c(c1)Cc1cc(Br)ccc1-2	97.2	99.1	93.2	104.3	99.7	108.3	102.8	89.4	105.1
O=C1Nc2cc(-c3ccc(NS(=O)(=O)c4ccc(-c5ccccc5)cc4)cc3)ccc2/C1=C/c1ccc[nH]1	-11.8*	4.1*	75.6	40.7	3.4*	-37.3*	47.4	66.5	62.9
COc1ccc(-c2cc(-c3ccc(OC)c(OC)c3)nc(SCCCCCCC(=O)NO)n2)cc1	42.9	75.0	74.4	66.3	67.4	82.4	66.3	91.0	55.1
Nc1c(C(=O)Nc2ccccc2Cl)sc2nc3c(cc12)C(=O)CCC3	32.8	42.3	-10.9*	20.7	12.4	61.7	57.1	75.9	57.2
[2H]C1([2H])NC([2H])([2H])C([2H])(c2ccc(-n3cc4cccc(C(N)=O)c4n3)cc2)C([2H])([2H])C1([2H])[2H] (stereo not given)	83.1	92.0	90.9	/	86.9	111.6	77.2	93.6	97.8
CCNc1ccc(Cc2ccc(NCC)c(C)c2)cc1C	61.0	80.3	85.9	60.7	92.3	93.4	71.6	83.9	84.0
(more compounds)
SMILES	NCI-H522	NCI-H23	A498	CAKI-1	NCI-H460	RXF 393	ACHN	NCI-H226	NCI/ADR-RES
CC1(C)C/C(=C\c2cc(O)ccc2[N+](=O)[O-])C(=O)c2ccccc21	85.5	85.2	72.1	75.3	88.9	98.7	99.3	82.1	92.3
OCC1(CO)COC(c2ccccc2)OC1	118.4	107.1	102.0	111.6	118.6	108.9	116.0	103.8	110.4
O=[N+]([O-])c1cccc(-c2nc3ccccc3s/c2=N/O)c1	63.4	81.8	76.1	69.7	90.5	88.4	90.8	100.4	87.3
CC(=O)Oc1cc([N+](=O)[O-])ccc1C#N	83.7	105.0	85.6	99.6	105.2	122.6	100.3	106.6	105.1
CCCCCCCCCCCCCCCCCCNC(=S)N=Nc1c(O)[nH]c2ccccc12	97.2	86.9	89.0	71.2	100.4	98.1	84.9	88.1	81.4
Nc1ncnc2c1c(-c1ccc(Oc3ccccc3)cc1)nn2CC1SSCC1O (stereo not given)	37.8	49.0	27.8	42.5	28.0	17.7	25.9	23.4	77.5
O=S(=O)(Nc1ccc(Cl)cc1)c1ccc(-c2nnc(C3CCCCC3)o2)cc1	88.8	92.8	77.0	91.1	88.5	98.1	105.1	91.2	86.9
Cc1nn(-c2ccccc2)c2nc3nc(-c4cccnc4)nc(N)c3c(-c3ccc(Cl)cc3)c12	/	96.9	97.8	76.4	67.2	66.8	70.1	85.1	94.1
CC1(C)Nc2cccc3c(N=Nc4ccc(N=Nc5ccccc5)c5ccccc45)ccc(c23)N1	/	85.1	102.8	88.1	92.1	123.5	77.7	94.0	98.1
COc1cccc(C2CC(=O)Nc3c2cnn3Cc2ccco2)c1 (stereo not given)	95.8	100.0	74.9	111.1	99.4	84.6	97.0	97.6	95.9

6 entries out of the list, arranged by molar mass, highest first:
SMILES	NCI-H522	NCI-H23	A498	CAKI-1	NCI-H460	RXF 393	ACHN	NCI-H226	NCI/ADR-RES
Cc1nn(-c2ccccc2)c2nc3nc(-c4cccnc4)nc(N)c3c(-c3ccc(Cl)cc3)c12	/	96.9	97.8	76.4	67.2	66.8	70.1	85.1	94.1
O=S(=O)(Nc1ccc(Cl)cc1)c1ccc(-c2nnc(C3CCCCC3)o2)cc1	88.8	92.8	77.0	91.1	88.5	98.1	105.1	91.2	86.9
COc1cccc(C2CC(=O)Nc3c2cnn3Cc2ccco2)c1 (stereo not given)	95.8	100.0	74.9	111.1	99.4	84.6	97.0	97.6	95.9
O=[N+]([O-])c1cccc(-c2nc3ccccc3s/c2=N/O)c1	63.4	81.8	76.1	69.7	90.5	88.4	90.8	100.4	87.3
OCC1(CO)COC(c2ccccc2)OC1	118.4	107.1	102.0	111.6	118.6	108.9	116.0	103.8	110.4
CC(=O)Oc1cc([N+](=O)[O-])ccc1C#N	83.7	105.0	85.6	99.6	105.2	122.6	100.3	106.6	105.1

Fetched by structure from the list above (three):
SMILES	NCI-H522	NCI-H23	A498	CAKI-1	NCI-H460	RXF 393	ACHN	NCI-H226	NCI/ADR-RES
CC(C)(C)OC(=O)CN1CCc2c(sc3ncnc(N/N=C/c4cccc(Br)c4)c23)C1	53.8	75.2	54.8	56.1	26.2	62.8	42.2	64.3	70.8
CC1=Nc2cnc(Nc3ccc(N4CCOCC4)cc3)nc2Nc2ccccc21	69.2	98.5	87.4	64.1	91.6	70.5	69.2	98.1	96.3
O=[N+]([O-])c1ccc(N=Cc2ccc3c(c2)OCO3)cc1	76.9	104.5	136.4	75.6	111.6	109.9	86.2	100.6	110.1
